KCNK9 inh: KCNK9 potassium channel inhibitors, primary screen, HEK293 cells, thallium flux. 310,000 tested, 1.2% active. FluxOR thallium flux fluorescence; stronger effect = lower value. B-score at 10 µM. Potassium channel subfamily K member 9 (Homo sapiens), Q9NPC2. AID 488922, 2010;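 active means ratio B-score over 3 SD below the library mean, with starting fluorescence within 5 SD of its mean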;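 further: negative B-score means less thallium flux so channel inhibition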
Target sequence (Q9NPC2 whole entry, looked up): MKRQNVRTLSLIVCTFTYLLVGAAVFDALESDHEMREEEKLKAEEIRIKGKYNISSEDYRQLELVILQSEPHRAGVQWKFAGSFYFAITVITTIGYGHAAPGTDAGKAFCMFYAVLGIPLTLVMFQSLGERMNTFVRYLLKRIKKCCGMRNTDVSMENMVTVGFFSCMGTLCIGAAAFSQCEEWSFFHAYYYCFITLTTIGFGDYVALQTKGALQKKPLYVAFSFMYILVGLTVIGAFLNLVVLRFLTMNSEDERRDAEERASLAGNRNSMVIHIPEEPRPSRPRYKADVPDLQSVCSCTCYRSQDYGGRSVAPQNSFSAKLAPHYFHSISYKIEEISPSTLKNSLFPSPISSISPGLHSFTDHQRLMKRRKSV
TMEM16A inh: TMEM16A chloride channel inhibitors, primary screen, cell-based, HTS | Anoctamin-1 (Mus musculus), Q8BHY3 | HEK293 TMEM16A/YFP iodide influx fluorescence, ionomycin | normalized B-score (activity score, 25-100; higher = stronger inhibition) at 10 µM | 310,000 tested, 1.2% active | AID 588511, 2011;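 active means ratio plate-corrected score three or more library SD toward inhibition, starting fluorescence score within five deviations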;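 further: score derived from kinetic fluorescence span divided by baseline fluorescence per well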
HDAC3 inhib: HDAC3 deacetylase inhibitors, primary screen, biochemical, fluorescence, cell-free homogeneous; recombinant HDAC3, fluorogenic peptide/trypsin coupled; 320,000 tested, 0.15% active; inhibition, % at 8.3 µM; AID 2718, 2010; Histone deacetylase 3 (Homo sapiens), O15379; in the data active means inhibition above about 26%, passing the limit was not always enough; inconclusive means no clear call, values can overlap the other calls
TMEM16A act: TMEM16A chloride channel activators or potentiators, primary screen, cell-based, HTS | Anoctamin-1 (Mus musculus), Q8BHY3 | HEK293 TMEM16A/YFP-H148Q/I152L, iodide quench fluorescence; stronger effect = lower value | B-score at 10 µM | 340,000 tested, 0.3% active | AID 623877, 2012;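 active means fluorescence-ratio B-score plate-corrected deviation score at least 3 library SD below zero, with starting fluorescence score within 5 deviations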;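 further: channel opened by trigger with iodide after compound preincubation; score built on the fluorescence ratio of max minus min over baseline; more negative score means more quench and so TMEM16A activation or potentiation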
hERG rescue: hERG rescue from dofetilide block, primary screen, cell-based, CHO-hERG, FluxOR thallium flux, dofetilide IC70. Voltage-gated inwardly rectifying potassium channel KCNH2 (Homo sapiens), Q12809. dofetilide IC70 present. activation (rescue from dofetilide block), less the hit threshold, % at 10 µM. 310,000 tested, 0.51% active;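 active means activation above the mean of controls blocked by dofetilide plus 5 SD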;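 further: thallium influx through hERG after potassium depolarization seen as dye fluorescence rise; in these data hits start at about 4.7%; inactives centre near -7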
KCNK3 block: human KCNK3 channel inhibitors, primary screen, CHO cells, FluxOR thallium flux, B-score | B-score at 10 µM | 340,000 tested, 0.84% active | Potassium channel subfamily K member 3 (Homo sapiens), O14649 | FluxOR fluorescence; stronger effect = lower value;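 active means B-score under library mean minus 4 SD, starting fluorescence ratio at most library mean plus 5 SD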;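 further: more negative B-score means stronger inhibition of thallium flux through KCNK3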
Target sequence (O14649 whole entry, looked up): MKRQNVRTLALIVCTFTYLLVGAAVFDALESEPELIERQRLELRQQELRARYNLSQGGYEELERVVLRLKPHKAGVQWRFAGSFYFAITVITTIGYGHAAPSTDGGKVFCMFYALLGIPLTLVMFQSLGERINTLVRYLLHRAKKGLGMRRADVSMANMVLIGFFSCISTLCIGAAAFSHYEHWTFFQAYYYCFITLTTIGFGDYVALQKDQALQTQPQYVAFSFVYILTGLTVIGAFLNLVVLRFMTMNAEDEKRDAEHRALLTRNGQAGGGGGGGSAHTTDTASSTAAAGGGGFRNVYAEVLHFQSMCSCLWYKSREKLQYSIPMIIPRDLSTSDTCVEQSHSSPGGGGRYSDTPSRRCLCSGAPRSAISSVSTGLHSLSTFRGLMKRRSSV
RGS4 pot: RGS4 potentiators or activators, primary screen, cell-based, HEK293 M3R inducible RGS4, calcium flux | B-score at 10 µM | 310,000 tested, 0.92% active | carbachol calcium flux Fluo4; stronger effect = lower value;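 active means B-score of the integrated calcium signal more than 4 SD below the library mean, with starting fluorescence not abnormally high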;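 further: negative B-score means reduced calcium response which marks RGS4 activation or potentiation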
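Reagent: ECmax carbachol challenge; Test system: M3R-expressing HEK293 line, RGS4 induced by doxycycline; Schedule: overnight RGS4 induction, 30 min dye load 37 °C, 20 min compound RT; Detection: calcium dye Fluo4 fluorescence; Read-out: Agonist-evoked peak-minus-minimum fluorescence over baseline, integrated ratio, B score.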
KCNQ1 inh: inhibitors of human KCNQ1 channel, primary screen, cell-based, thallium flux, high-throughput | CHO-K1 KCNQ1, FluxOR thallium flux fluorescence; stronger effect = higher value | Potassium voltage-gated channel subfamily KQT member 1 (Homo sapiens), P51787 | 310,000 tested, 1.3% active | B-score at 10 µM;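 active means compounds whose thallium flux B-score, printed positive for inhibition, exceeds three library SD while starting fluorescence stays within three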;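 further: channel opened by potassium depolarization with thallium stimulus after 20 min compound exposure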
SKKanGAS inh: S. pyogenes SKKanGAS growth inhibitors in kanamycin, primary screen, streptokinase expression inhibitor project, SKKanGAS strain, BacTiter-Glo luminescence | 300,000 tested, 1.3% active | AID 1662, 2009 | inhibition, % at 7.5 µM | 6 h;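 active means mean replicate score, as percent of positive control median, at least 50; inconclusive means mean below 50 but one replicate at or above 50; inactive means mean and every replicate below 50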;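 further: strain carries kanamycin resistance gene driven by streptokinase promoter and grows in 40 µg/ml kanamycin; loss of luminescence reflects streptokinase promoter inhibition or plain growth inhibition; 0% = median of DMSO wells and 100% = positive control at its reference dose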
RGS4 block: RGS4 inhibitors, primary screen, cell-based, HEK293 M3R inducible RGS4, calcium flux; Regulator of G-protein signaling 4 (Homo sapiens), P49798; Fluo-4 calcium flux; stronger effect = higher value; triggered by carbachol at its EC20; B-score at 10 µM; 310,000 tested, 0.45% active;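 active means B-score, a plate-corrected calcium signal, over three deviations above library mean, with baseline fluorescence within five deviations of library mean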;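 further: RGS4 expression induced by doxycycline in cells with stable M3 receptor; B-score is computed from the integrated fluorescence ratio over baseline after carbachol; higher B-score means a larger calcium signal and so more RGS4 inhibition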
Target sequence (P49798 whole entry, looked up): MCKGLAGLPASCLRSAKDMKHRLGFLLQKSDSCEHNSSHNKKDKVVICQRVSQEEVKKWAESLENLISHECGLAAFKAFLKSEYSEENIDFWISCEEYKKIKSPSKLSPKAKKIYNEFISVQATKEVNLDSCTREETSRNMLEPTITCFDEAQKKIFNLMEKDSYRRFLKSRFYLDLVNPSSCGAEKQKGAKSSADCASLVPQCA
KCNQ1 act: potentiators or activators of KCNQ1 channel, primary screen, cell-based, thallium flux, high-throughput. B-score at 10 µM. CHO-K1 KCNQ1, thallium flux FluxOR fluorescence; stronger effect = higher value. AID 2648, 2010. 310,000 tested, 0.35% active;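 active means fluorescence ratio B-score, a plate-corrected score, at least three library SD, with initial intensity B-score within 5 SD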
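assay system = CHO-K1 cells stably expressing KCNQ1 | medium = assay buffer, equal DMSO in all wells | timing = 37 °C overnight plating, 90-min dark dye load, 20-min compound pretreatment | measured by = kinetic FluxOR thallium fluorescence, 10-s 1-Hz baseline, 110-s post-stimulus read | measure = fluorescence change relative to baseline, converted to B score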
* marks the source's active call; other numbers are inactive results; i = inactive; ? = inconclusive; nt = not tested or not shown.

SMILES	KCNK9 inh	TMEM16A inh	HDAC3 inhib	TMEM16A act	hERG rescue	KCNK3 block	RGS4 pot	KCNQ1 inh	SKKanGAS inh	RGS4 block	KCNQ1 act
NS(=O)(=O)c1ccc(CCNC(=O)COC(=O)CCSc2ccc(Cl)cc2)cc1	i	i	-4	i	-19	i	i	i	-14	i	i
O=C(NCCN1CCN(C(=O)c2cccc([N+](=O)[O-])c2)CC1)C(=O)NCc1ccc(Cl)cc1	i	i	-10	i	-8	i	i	i	-6	i	i
COC(=O)c1ccc(NC(=O)CCS(=O)(=O)c2ccc(C)cc2)cc1	i	i	-8	i	-3	i	i	i	2	i	i
CCOC(=O)C1CCCN(C(=O)C(C)Oc2ccc(Cl)cc2Cl)C1 (stereo not given)	i	i	12	i	-14	i	i	i	nt	i	i
O=C(CSc1nnc(-c2ccc(O)cc2)o1)NNC(=O)c1ccncc1	i	i	-4	i	-5	i	i	i	-2	i	i
O=C(c1cc2cc([N+](=O)[O-])ccc2oc1=O)N1CCN(C2CCCCC2)CC1	i	i	2	i	-17	i	i	i	-1	i	i
Cc1c(C(=O)NC(=S)Nc2ccc(N3CCOCC3)cc2)cccc1[N+](=O)[O-]	i	i	9	i	-4	i	i	i	2	i	i
CCOC(=O)c1c(CN2CCCCC2)n(C)c2cc(Br)c(O)cc12	i	i	0	i	-12	i	i	i	0	i	i
COc1ccc(CC(=O)OCC(=O)NCc2ccc(Cl)cc2)cc1	i	i	2	i	-11	i	i	i	-9	i	i
N#C/C(=C\c1cccnc1)c1ccc(Br)cc1	i	i	3	i	-6	i	i	i	-4	i	i
Cc1c(N)cccc1-n1cnnn1	i	i	0	i	-7	i	i	i	-7	i	i
COc1ccc(N2CCN(C(c3ccccc3)c3nnnn3Cc3ccc(F)cc3)CC2)cc1 (stereo not given)	i	i	-1	i	-11	i	i	i	-14	i	i
Cc1cccc(CN2CCNC2=O)c1	i	i	2	i	-10	i	i	i	nt	i	i
CC1CCN(c2ccc(-c3ccc(NC(=O)C(F)(F)F)cc3)nn2)CC1	i	i	-6	i	-9	i	i	i	-3	i	i
C=CCOC(=O)C1=C[C@@H](c2ccc(Br)cc2)C[C@@H](OCCCCO)O1	i	i	-1	i	-5	i	i	i	9	i	i
C=CCc1ccc(OCc2ccc(C(=O)O)o2)c(OC)c1	i	i	7	i	3	i	i	i	-1	i	i
O=C(CCCN1C(=O)/C(=C\c2cccc(Br)c2)SC1=S)Nc1cccnc1	i	i	-6	i	-10	i	i	i	8	i	i
O=C(c1cccn(Cc2ccc(Cl)c(Cl)c2)c1=O)N1CCOCC1	i	i	1	i	-4	i	i	i	8	i	i
Cc1ccc2nsnc2c1NC(=O)c1sc2ccccc2c1Cl	i	i	-8	i	-4	i	i	i	4	i	i
O=C(CNC(=O)c1ccc(Cl)c([N+](=O)[O-])c1)OCN1C(=O)c2ccccc2C1=O	i	i	-3	i	-14	i	i	i	-8	i	i
Cc1cc(C)cc(N2CC(O)=C(c3nc4ccccc4c(=O)[nH]3)C2=N)c1	i	i	-1	i	-5	i	i	i	-5	i	i
COc1cccc(-c2nnc(NC(=O)c3ccco3)s2)c1	i	i	4	i	-6	i	i	i	-1	i	i
Cc1ccc(C)c(NC(=S)N(C2CCCCC2)C(C)c2cccnc2)c1 (stereo not given)	i	i	0	i	-12	i	i	i	18	i	i
Cc1onc(-c2ccccc2)c1C(=O)Nc1nc(-c2ccccc2)cs1	i	i	-1	i	-5	i	i	6*	3	i	i
CCCCNC(=O)C(=O)Nc1cc2c3c(c1)CCC(=O)N3CCC2	i	i	1	i	-12	i	i	i	-3	i	i
COc1cc(S(=O)(=O)Nc2ccc(C)cc2)ccc1N=Cc1c(C)c(C#N)c(=O)n(C)c1O	i	i	?	-6*	-6	i	-8.6*	i	1	i	i
CC(C)COc1ccc(-c2cc(C(=O)NN)[nH]n2)cc1	i	i	5	i	-11	i	i	i	3	i	i
CCOC(=O)C1(CCOc2ccccc2)CCN(Cc2cccc3c2OCO3)CC1	i	i	1	i	-9	i	i	i	-5	i	i
COC(C/C=C/C(=O)[C@H](C)OCc1ccccc1)OC	i	i	-2	i	-8	i	i	i	-2	i	i
CCN(CC)S(=O)(=O)c1ccc(S(=O)(=O)NCC2CCCO2)cc1 (stereo not given)	i	i	-2	i	-3	i	i	i	-4	i	i
CCOC(=O)C1CCCN(C(=O)c2ccc(Cl)cc2)C1 (stereo not given)	i	i	-11	i	-19	i	i	i	6	i	i
O=C(NCCC1=CCCCC1)N[C@@H](Cc1ccccc1)C(=O)O	i	i	-1	i	-7	i	i	i	7	i	i
CCNC(=O)COC(=O)c1cccc(Br)c1	i	i	4	i	-6	i	i	i	-3	i	i
COc1ccc(CCNc2cc(C)nc3c(-c4ccc(Cl)cc4)cnn23)cc1OC	i	i	-24	i	-8	i	i	i	27	i	i
N#CC(C#N)=C1C(=O)N(CCN2CCOCC2)c2ccccc21	i	i	2	i	-6	i	i	i	3	i	i
CC1=CC(C)C2(COC(=O)Nc3ccccc3)COC(C)C1C2C (stereo not given)	i	i	6	i	-13	i	i	i	-10	i	i
Cc1nc(-c2cccc(Cl)c2)n[nH]1	i	i	2	i	-8	i	i	i	-3	i	i
Cc1ccc([N+](=O)[O-])cc1NC(=S)NCCc1ccccc1	i	i	3	i	-15	i	i	i	2	i	i
Cc1ccc(-c2nnc(SCC(=O)Nc3cccc(C(=O)N4CCOCC4)c3)n2C)cc1	i	i	1	i	-4	i	i	i	-4	i	i
CC(CC(=O)N1CCN(c2ccccc2)CC1)c1ccccc1 (stereo not given)	i	i	-10	i	-4	i	i	i	-2	i	i
Cc1cc(C(F)(F)F)n(-c2nc(C(=O)NNS(=O)(=O)c3ccccc3[N+](=O)[O-])cs2)n1	i	i	5	i	-9	i	i	i	17	i	i
O=C(OCc1ccc2c(c1)OCO2)c1ccc(S(=O)(=O)N2CCCCC2)cc1	i	i	-1	i	-5	i	i	i	-3	i	i
CN1CCN(C(=O)C2=C[C@@H](c3ccc(C(F)(F)F)cc3)C[C@@H](OCc3ccc(CO)cc3)O2)CC1	i	i	4	i	-11	i	i	i	-7	i	i
CC(C)=CC(=O)OCc1csc(CC(=O)Nc2ccccc2C)n1	i	i	4	i	-8	i	i	i	7	i	i
COc1ccc(NC(=O)Cn2c(=O)n(-c3ccc(OC)cc3OC)c(=O)c3c(C)c(C)sc32)cc1	i	i	-1	i	-11	i	i	i	-4	i	i
Cc1ccc(C(=O)N/C(=C/c2ccco2)C(=O)N2CCCCCC2)cc1	i	i	3	i	-7	i	i	i	0	i	i
Cc1ccc(S(=O)(=O)c2nnn3c2nc(N2CCC(C(N)=O)CC2)c2ccccc23)cc1C	i	i	-8	i	-8	i	i	i	3	i	i
Nn1cnnc1N/N=C/c1ccc(F)cc1	i	i	1	i	-7	i	i	i	4	i	i
COCCn1c(C)nc2oc3ccc(Br)cc3c(=O)c2c1=O	i	i	0	i	-11	i	i	i	17	i	i
CC(C)CCN1CCN(Cc2ccsc2)CC1CCO (stereo not given)	i	i	-1	i	-8	i	i	i	0	i	i

(more compounds)
SMILES	KCNK9 inh	TMEM16A inh	HDAC3 inhib	TMEM16A act	hERG rescue	KCNK3 block	RGS4 pot	KCNQ1 inh	SKKanGAS inh	RGS4 block	KCNQ1 act
COc1ccc(/C=N/NC(=O)c2ccncc2)cc1CSc1nc2ccccc2s1	i	i	-4	i	-16	i	i	i	1	i	i
Cc1cccc(C)c1OCC(O)Cn1c2ccccc2c2ccccc21 (stereo not given)	i	i	1	i	-16	-11*	-7.1*	11*	88*	i	i
O=C(COC(=O)CCCSc1nc2ccccc2[nH]1)Nc1ccc(Cl)cc1	i	i	1	i	-15	i	i	i	-1	i	i
O=C(c1cccc(Oc2ccccc2)c1)N1CCN(c2ccccn2)CC1	i	i	1	i	-9	i	i	i	-32	i	i
CC(C)c1ccc(N=C2NN=C(c3cccs3)CS2)cc1	i	i	-4	i	-15	i	i	i	11	i	i
COc1cccc(CNC(=O)CCC2CCCN(C3CCOCC3)C2)c1 (stereo not given)	i	i	-10	i	-4	i	i	i	1	i	i
CC(C)CC(c1nnnn1CC1CCCO1)N1CCN(c2cccc(Cl)c2)CC1 (stereo not given)	i	i	-2	nt	-3	i	i	i	-1	i	i
CCOc1cc(/C=N/NC(=O)c2ccncc2)ccc1OC(=O)c1ccco1	i	i	9	i	-11	i	i	i	-2	i	i
COc1ccccc1S(=O)(=O)Cc1ccc(C(=O)NCc2ccccc2)o1	i	i	6	i	-12	i	i	i	2	i	i
O=C(C1CCN(S(=O)(=O)N2CCOCC2)CC1)N1CCN(c2ccccc2F)CC1	i	i	8	i	-6	i	i	i	10	i	i
CCOc1cc(C(=O)NC(C)CC)cc(OCC)c1OCC (stereo not given)	i	i	-1	i	-4	i	i	i	14	i	i
CS(=O)(=O)N(C(=O)NC(=O)NC12CC3CC(CC(C3)C1)C2)C1CCCCC1	i	i	-3	i	-8	i	i	i	3	i	i
Cc1ccc(C(=O)Nc2cccc(C(=O)NCc3ccccc3)c2)o1	i	i	-2	i	-10	i	i	i	-1	i	i
O=C(Nc1ccc(Cl)cc1)Nn1cnnc1	i	nt	nt	i	5.7*	i	i	i	-3	i	i
COC(=O)c1c(NC(C)=O)sc(C(=O)Nc2ccccc2OC)c1C	i	i	-3	i	-1	i	i	i	1	i	i
CCn1cc(CNC(=O)C2CCC(=O)N(CCc3cccc(F)c3)C2)cn1 (stereo not given)	i	nt	nt	i	-7	i	i	i	-2	i	i
O=C(COC(=O)c1ccccc1C(=O)c1ccc(Cl)cc1)NCc1ccccc1	i	i	3	i	-1	i	i	i	-5	i	i

Compounds as they come, and some 6.3% of all compounds hit somewhere here.
